# MT1-MMP txn act: MT1-MMP promoter transcription activation; hit rate 0.16% among 86,000; HT1080 MT1-MMP promoter luciferase reporter, luminescence, overnight; hits give high values; activation factor at 10 µM;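 active = activation factor of at least 2 for MT1-MMP transcription at 10 µM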
# Mac1 fbg enh: increases human CD11b/CD18 adhesion to fibrinogen; K562 CD11b/CD18 adhesion to fibrinogen, ATPlite luminescence; activation, % at 10 µM; hit rate 0.07% among 93,000;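 active = 10 µM primary screen giving 50% or more activity, confirmed by 40% or more on retest at that dose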; also: strong numbers were not always called active
# ERb coact inh: ER-beta (human) coactivator binding inhibition; AID 633; Q92731; inhibition, % at 25.6 µM; TR-FRET ER-beta LBD / SRC1-Cy5 peptide binding; receptor agonist-loaded with 1 µM estradiol; hit rate 1.3% among 86,000;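 active = compounds whose percent inhibition of the receptor-coactivator binding signal exceeds about 50% in the single-dose screen, limit read from the data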;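 also: 0% = receptor plus peptide wells without compound and 100% = peptide-only wells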
# Target sequence (Q92731 whole entry, looked up, the tested form may be a part): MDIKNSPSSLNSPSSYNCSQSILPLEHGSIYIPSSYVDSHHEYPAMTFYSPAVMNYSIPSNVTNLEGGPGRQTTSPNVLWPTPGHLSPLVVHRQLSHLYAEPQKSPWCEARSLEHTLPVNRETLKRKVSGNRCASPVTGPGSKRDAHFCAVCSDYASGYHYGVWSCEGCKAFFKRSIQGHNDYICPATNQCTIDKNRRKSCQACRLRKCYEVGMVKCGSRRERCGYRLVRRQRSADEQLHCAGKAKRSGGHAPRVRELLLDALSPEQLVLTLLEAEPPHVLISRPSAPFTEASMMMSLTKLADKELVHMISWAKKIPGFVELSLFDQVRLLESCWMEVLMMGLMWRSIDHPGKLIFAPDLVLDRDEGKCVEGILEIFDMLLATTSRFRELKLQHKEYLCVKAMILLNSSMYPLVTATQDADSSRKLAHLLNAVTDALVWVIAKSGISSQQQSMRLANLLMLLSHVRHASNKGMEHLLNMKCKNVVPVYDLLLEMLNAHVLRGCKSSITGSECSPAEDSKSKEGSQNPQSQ
# Smad3 inh: blocks human Smad3 binding to FoxH1 peptide; P84022; TR-FRET Smad3/Dy647-FoxH1 peptide binding, europium anti-His; inhibition, % at 25 µM; hit rate 0.29% among 88,000;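 active = compounds that reduce the energy-transfer binding signal between the protein and its labelled peptide by more than half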;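 also: 0% = Smad3 plus labelled peptide maximal FRET and 100% = peptide-only background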
# Target sequence (P84022 whole entry, looked up): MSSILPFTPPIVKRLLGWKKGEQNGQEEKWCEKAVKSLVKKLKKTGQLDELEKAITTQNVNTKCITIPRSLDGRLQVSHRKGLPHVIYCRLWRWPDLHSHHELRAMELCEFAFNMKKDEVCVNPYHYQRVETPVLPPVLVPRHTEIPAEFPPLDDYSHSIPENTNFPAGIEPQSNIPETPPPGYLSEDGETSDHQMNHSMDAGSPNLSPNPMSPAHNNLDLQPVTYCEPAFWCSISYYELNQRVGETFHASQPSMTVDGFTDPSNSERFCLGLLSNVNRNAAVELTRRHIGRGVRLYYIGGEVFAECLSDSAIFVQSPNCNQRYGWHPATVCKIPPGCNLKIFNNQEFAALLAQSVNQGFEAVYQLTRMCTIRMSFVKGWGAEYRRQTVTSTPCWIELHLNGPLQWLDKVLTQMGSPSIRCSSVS
# ERa coact inh: ER-alpha (human) coactivator binding inhibition; AID 629; inhibition, % at 25.6 µM; P03372; TR-FRET ER-alpha LBD / SRC-1 peptide, estradiol-bound; hit rate 1.7% among 86,000; in the data active = inhibition above about 50%;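 also: 0% = receptor plus peptide control and 100% = peptide only without receptor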
# Lung fibro prol: blocks proliferation of human lung fibroblasts; LL 47 human lung fibroblast viability, ATP luminescence; hits give low values; viability, % at 10 µM; hit rate 1.1% among 85,000;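 active = viability at or below 50% in the single dose screen; inactive = viability above 50%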;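 also: compound exposure lasted 72 h before the ATP readout; 100% = median luminescence of untreated cell-only wells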
#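 Benchmarks: Cell-only wells, no compound | Test system: LL 47 human lung fibroblasts, passage 12 or lower | Input: 1,150 cells/well | Measured by: CellTiter-Glo luminescence measuring cellular ATP | Medium: IMEM, 15% FBS supplement | Schedule: Overnight attachment after seeding, then 72 h compound exposure at 37 °C | Doses: Compound addition at 0.1% DMSO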
# HUVEC prolif 384: inhibitors of human endothelial cell proliferation | AID 648 | viability, % at 10 µM (by protocol) | hit rate 1.1% among 86,000 | HUVEC proliferation, CellTiter-Glo luminescence, 72 h; hits give low values;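 active = viability at or below 30%; inactive = viability above 30%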;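 also: 100% = median luminescence of DMSO-only cell control wells on each plate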
# H69AR inhibit: growth inhibitors of human H69AR lung tumor cells. hit rate 6% among 85,000. viability, % at 10 µM. H69AR lung tumor viability, ATP luminescence, 72 h; hits give low values;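 active = viability at or below 40%; inactive = viability above 40%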;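 also: multidrug resistant small cell line overexpressing MRP-1 efflux transporter; 100% = mean luminescence of untreated control wells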
# ERa SRC1 pot: enhances coactivator binding to human estrogen receptor alpha; TR-FRET ERalpha-LBD/SRC-Cy5 coactivator binding, 2 h; 100 = basal binding, no effect; coactivator binding (% of control), % at 25.6 µM; hit rate 1.3% among 86,000; AID 639; in the data active = activity above about 200%;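 also: binding measured in presence of low estradiol as agonist stimulus; 0% = peptide alone without receptor and 100% = receptor with peptide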
# Active calls of the source: *; · = not tested or not shown; [ ] = dose if it differs, or a comment. The list is partial; count on the stated rates, not on these rows.
SMILES,MT1-MMP txn act,Mac1 fbg enh,ERb coact inh,Smad3 inh,ERa coact inh,Lung fibro prol,HUVEC prolif 384,H69AR inhibit,ERa SRC1 pot
CCOC(=O)N1CCC(NC(=O)C2CCCCN2S(=O)(=O)c2ccc(F)cc2)CC1 (centres undefined),1.1,-2,-1[fluorescence artefact?],19,-3,105,97,89,94
Nn1c(Cc2cccc3ccccc23)nnc1SCC(=O)NC1CCS(=O)(=O)C1 (centres undefined),1,-4,-1,8,5,102,107,86,109
Brc1ccc(OCCOCCN2CCOCC2)cc1,1.2,3,19,-1,3,99,102,93,98
CCOC(=O)Cc1c(C)nc2cc(-c3ccc(C(C)(C)C)cc3)[nH]n2c1=O,1.2,-3,-4,0,-1,55,64,37*,112
CN(C)S(=O)(=O)c1ccc(C(=O)Nc2cccnc2)cc1,·,-5,-2,10,5,118,104,88,110[fluorescence artefact?]
Cc1nnc(SCc2cccc(Oc3ccccc3)c2)n1N,1.1,·,3,6,1,95,102,96,107[fluorescence artefact?]
Cc1ccc(NC(=O)CSc2nnc(-c3ccncc3)n2C)cc1C,1,-4,-12,-19,-18,103,99,95,94
COc1ccccc1C1CC(=O)NC(C)=C1C(=O)OCC1CCCO1 (centres undefined),1.3,·,8[fluorescence artefact?],-3,10,100,112,91,95
COCCN1C(=O)C(=O)/C(=C(/O)c2ccc(OC(C)C)cc2)C1c1cccnc1 (centres undefined),1.1,·,-1,14[fluorescence artefact?],5,104,102,98,109[fluorescence artefact?]
CCOc1ccc(C2c3c(oc4ccccc4c3=O)C(=O)N2CCCN2CCOCC2)cc1 (centres undefined),1,-3,-7,8,-8,95,112,91,121
CCCN(CCC)c1nc(N)c(C#N)c(CC#N)c1C#N,1.4,1,-3,7,-1,102,98,71,99
N#CC1=C(N)NC(SCC(=O)c2ccc(Cl)cc2)=C(C#N)C12CCCC2,1.1,-8,-10,21,2,91,67,79,71
CC1(C)Cc2cccc(OCC(=O)N3CCN(S(=O)(=O)c4ccccc4)CC3)c2O1,1,0,-9,2,-8,88,93,49,110[fluorescence artefact?]
COc1cc2c(cc1OC)-c1nnnn1C(C)(C)C2,1.1,-1,-5,3,4[fluorescence artefact?],83,98,98,107
Cc1cc2cc(CN(Cc3ccc4c(c3)OCO4)C(=O)c3ccco3)c(=O)[nH]c2cc1C,1.2,0,9,9,6,96,74,33*,179[fluorescence artefact?]
CCOC(=O)COc1nc(C)c(Br)c(OC)n1,1,2,-4,11,-7,103,94,101,130[fluorescence artefact?]
Cc1cc(Cl)ccc1OCC(=O)OC(C)C(=O)N(C)C (centres undefined),1.2,0,57*,0,51*,101,96,96,60
COC(=O)c1[nH]c2cc(OC)c(OC)cc2c1NC(=O)Oc1ccccc1,1,-4,-2,-31,-3,102,99,119,98
CC1=CC(C)(C)N(C)C(=O)N1c1ccc(Cl)cc1,1.1,·,-15,-7,5,105,100,99,96
CCN(Cc1ccccc1)C(c1cccs1)c1nnnn1C1CCCCC1 (centres undefined),1.3,2,-15,3,-4,86,92,71,109
COC(=O)c1c(NC(=O)CN2CCCC(C)C2)c2c(C)cccc2n1C (centres undefined),1,1,-8,3,-6,88,83,55,99
CC(=O)C1=C(C)N(Cc2ccco2)C(=O)C1(NC(=O)C1CCCCC1)C(F)(F)F (centres undefined),1,-4,-12,9,1,95,100,91,105
COc1ccc(S(=O)(=O)N2CCCC(C(=O)NCc3ccccn3)C2)cc1 (centres undefined),1.1,5,-18[fluorescence artefact?],7,-28,106,96,99,119[fluorescence artefact?]
Cc1ccc(N2C(=O)c3ccc(C(=O)N4CCOCC4)cc3C2=O)cc1C,1.2,·,8,6[fluorescence artefact?],-6,95,97,92,103
COc1ccc(OCC(O)Cn2c(=N)n(Cc3ccccc3)c3ccccc32)cc1 (centres undefined),1.3,-4,-9,2,-6,60,73,82,115

# Part of the list above, limited to H69AR inhibit, HUVEC prolif 384 and Mac1 fbg enh:
molecule | H69AR inhibit | HUVEC prolif 384 | Mac1 fbg enh
COc1ccc(S(=O)(=O)N2CCCC(C(=O)NCc3ccccn3)C2)cc1 (centres undefined) | 99 | 96 | 5
Cc1ccc(N2C(=O)c3ccc(C(=O)N4CCOCC4)cc3C2=O)cc1C | 92 | 97 | ·

# The listing continues:
SMILES,MT1-MMP txn act,Mac1 fbg enh,ERb coact inh,Smad3 inh,ERa coact inh,Lung fibro prol,HUVEC prolif 384,H69AR inhibit,ERa SRC1 pot
O=C(Nc1cccc(C(F)(F)F)c1)c1cc(-c2ccc(F)cc2)on1,·,-1,8,3,4,103,55,93,112
c1ccc(-c2noc(-c3cccs3)n2)nc1,·,·,8,-5,5,91,78,71,118
Cc1nn(Cc2ccccc2)c2c1C(c1cccc(Cl)c1)C(C#N)=C(N)O2 (centres undefined),1.1,-5,-3,-7,-2,80,78,82,65
CS(=O)(=O)N(CC(=O)NCc1ccccn1)Cc1ccc(Cl)cc1,1.1,·,-6,-6,-8,102,100,99,109
Cc1cccc(NC(=O)c2cc(N3CCOCC3)nc3ccccc23)c1,1,-2,7[fluorescence artefact?],-4,-2,94,95,86,78
O=C(Nc1ccccc1)N1CCN(c2ccc(F)cc2)CC1,1.2,·,-29[fluorescence artefact?],14,-24,94,86,82,106
Cc1cccc(Cn2c(C(=O)OC(C)C)cc3c2ccn3C)c1,1.2,5,-4,3[fluorescence artefact?],-15,88,103,73,98
CSc1ncccc1C(=O)OCC(=O)NC(=O)NCCC(C)C,1.1,2,-2,2,-5,98,98,93,93
COc1ccc(-c2cc(C(=O)Nc3ccccc3SC)no2)cc1,·,53,-2,16,0,104,112,92,107
Cc1cc(=O)oc(C)c1C(=O)NCc1ccc(F)cc1,1.1,0,-1,3,0,97,91,84,111
O=C(c1ccccc1F)N(Cc1ccccc1)C1CCS(=O)(=O)C1 (centres undefined),1.1,-4,-4,11,0,95,96,88,116
COc1ccc(-c2nnc(SCc3nnc(-c4ccccc4)o3)n2C)cc1OC,1.2,-5,5,-3,8,96,102,93,98
CCNC(=O)C1CC(=O)N(Cc2ccc(F)cc2)C(=Nc2ccc(OC)cc2)S1 (centres undefined),0.9,-1,-10,-3,-3,96,98,69,134
O=C1CSc2ccccc2N1Cc1ccc(F)cc1,1.4,-4,10,0,-4,100,94,97,92
COc1cccc(-c2cc3c(-n4cccc4)ncnc3o2)c1,1.4,5,-9,-21,-2,95,84,43,109
CCN(CC)CCOC(=O)C1c2ccccc2Oc2ccccc21,1,-2,74*[fluorescence artefact?],5,-12,93,101,94,105
COc1ccc(CC(=O)Nc2ccc(OC)c(NC(=O)c3ccco3)c2)cc1,0.9,1,1,5,-4,118,104,74,96
COCCCNC(=O)c1c(F)c(F)c(F)c(F)c1F,1.2,0,12,5,0,94,97,96,108
N#Cc1nc(COc2ccccc2Cl)oc1N1CCCCCC1,1.1,·,-3[fluorescence artefact?],1,-9,90,107,101,87
CC1NC(=O)NC1CCCCCC(=O)NCCc1ccccc1 (centres undefined),1.1,·,-4[fluorescence artefact?],2,9,97,99,102,100
COC(=O)c1cn(NC(=O)C2CCCCC2)c(=O)c2ccccc12,1.2,-4,-8,-6,-7,92,99,97,110
CC(=O)N(CN1C(=O)C2CC=CCC2C1=O)c1cccc(Cl)c1 (centres undefined),1,-2,-1[fluorescence artefact?],4,-9,91,90,92,112
CCOC(=O)CCP(=O)(O)C(O)(c1ccccc1)c1ccccc1,1.1,3,1[fluorescence artefact?],-1,4,105,96,96,95
c1ccc(CSc2nnc(-c3cccs3)o2)cc1,1.5,6,6,3,-2,106,99,109,101
O=C(Nc1ccccc1N1CCN(c2ccc(F)cc2)CC1)C1CCCCC1,1.1,2,-25,4,-60[fluorescence artefact?],99,97,99,100

# Going on with the list:
SMILES,MT1-MMP txn act,Mac1 fbg enh,ERb coact inh,Smad3 inh,ERa coact inh,Lung fibro prol,HUVEC prolif 384,H69AR inhibit,ERa SRC1 pot
Cc1nc(C)c(-c2csc(NCc3ccco3)n2)s1,1.5,0,3[fluorescence artefact?],-3,6[fluorescence artefact?],97,95,93,108
COc1ccc(-c2nn(-c3ccccc3)cc2C(=O)NCCCn2ccnc2)cc1,1,-4,5[fluorescence artefact?],0,9,99,83,97,111
Cc1ccc2c(c1)cc(CN(Cc1ccco1)S(=O)(=O)c1ccccc1)c1nnnn12,1.2,-1,-16[fluorescence artefact?],8[fluorescence artefact?],-34[fluorescence artefact?],95,89,65,117
O=C(NCc1ccccc1)C(c1cccs1)N(C(=O)c1csnn1)C1CC1 (centres undefined),1.2,-4,6,7,4,94,95,103,121
CC(C)(NO)/C(=N/O)c1cccs1,1.1,-2,-6,-9,4,103,91,80,129
CCOC(=O)c1c(C)c(C(=O)NC2CCCCCC2)c(C)n1C,1.3,1,-16,2,-5,103,91,93,123
S=c1[nH]c2cc(Cl)ccc2s1,1.1,·,-5,4,-10,95,87,83,90
O=C(CCn1cnc2ccccc2c1=O)Nc1ccc(S(=O)(=O)N2CCCCC2)cc1,1.1,1,-4,-2,-12,91,94,92,128
COc1ccc(OC)c(C2=Nn3c(nnc3-c3ccncc3)SC2)c1,1,·,4[fluorescence artefact?],-10,-6[fluorescence artefact?],98,102,81,96
COCCn1c(Cc2ccccc2)nnc1SCC(=O)N(C)C,1.2,-4,-16,9,-3,96,99,89,101
Cc1nc2ccccc2cc1C(=O)O,1.3,-1,-8,13[fluorescence artefact?],-7,96,87,96,117
CC1CCC(C(C)C)C(OC(=O)C2=C3c4ccccc4S(=O)(=O)N3CC2)C1 (centres undefined),1.2,·,9,6,0,94,104,76,98
CCOC(=O)C(CCCOc1ccccc1C)C(=O)OCC,1.1,-2,-3,10,-2,100,109,114,96
Cc1cc2ncc(C(=O)Nc3ccccc3)c(C)n2n1,1,1,-1[fluorescence artefact?],-2[fluorescence artefact?],0,98,96,57,106
Cc1cccc(OCc2nc(-c3ccccn3)n[nH]2)c1,1.1,-3,-12,4,-7,100,78,34*,102
O=C(Cc1cccs1)Nc1nnc(SCC(=O)NC2CCCCC2)s1,1,3,40,8,49,94,95,88,74[fluorescence artefact?]
COc1ccccc1N1CCN(c2cc(C)nc3nc(C)nn23)CC1,1,·,-3,-3,-7,99,99,40*,108
COc1cccc(NC(=O)C2CCCN2C(=O)Nc2cccc(F)c2)c1 (centres undefined),1.2,·,3,9[fluorescence artefact?],6[fluorescence artefact?],97,95,80,116
O=C(COC(=O)c1cc[n+]([O-])cc1)Nc1ccc2c(c1)OCCO2,1.3,3,3,9,7,98,85,91,129
CC1CCN(CCCNC(=O)c2coc3nc4ccccc4nc23)CC1,1.2,-2,-9,0,-12[fluorescence artefact?],102,104,106,114
O=C(Nc1nc(-c2ccncc2)cs1)C1COc2ccccc2O1 (centres undefined),·,1,-20,3,2,56,63,54,78
CCCC(=O)N1CCCC(c2nc(-c3cccs3)no2)C1 (centres undefined),·,2,19,-11,16,109,104,95,80
CN1C(c2ccc(F)cc2)=CS/C1=C(\C#N)c1nnc2n1-c1ccccc1SC2,1.1,-2,-5,3,-8,99,77,62,116
CCOc1ccc(N=Cc2c(O)n(-c3cccc(C)n3)c(=O)c3ccccc23)cc1,1.1,0,-9,11[fluorescence artefact?],2,104,99,91,91

# Rewritten tab-delimited: entries from further up.
Structure	MT1-MMP txn act	Mac1 fbg enh	ERb coact inh	Smad3 inh	ERa coact inh	Lung fibro prol	HUVEC prolif 384	H69AR inhibit	ERa SRC1 pot
COc1ccccc1N1CCN(c2cc(C)nc3nc(C)nn23)CC1	1	·	-3	-3	-7	99	99	40*	108
CCOc1ccc(N=Cc2c(O)n(-c3cccc(C)n3)c(=O)c3ccccc23)cc1	1.1	0	-9	11[fluorescence artefact?]	2	104	99	91	91
CCOC(=O)C(CCCOc1ccccc1C)C(=O)OCC	1.1	-2	-3	10	-2	100	109	114	96
